Screening data from PubChem BioAssay.
Pol iota inh – DNA polymerase iota (human) inhibition; Q9UNA4; Pol iota fluorescent replication assay, 10 min; Potency, µM (titrated, usually from 115 µM), for the others: at the highest dose activity, negative = inhibition, most hits filed as inhibitors; hit rate 1% among 390,000
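Pol iota at 10 nM preincubated 15 min with compounds at room temperature; reaction started with fluorescent substrate, 50 nM final. Fluorescence read kinetically at 0 and 10 min; buffer-only wells as negative control.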
APE1 inh – APE1 (human) endonuclease inhibition | AID 2517 | hit rate 0.35% among 350,000 | recombinant APE1, TAMRA/BHQ-2 abasic DNA cleavage fluorescence | Potency, µM (series often up to 65.8 µM), for inactives: top-dose activity change, negative = inhibition, actives largely listed as inhibitors;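 note: plate controls were vehicle for no effect and reference inhibitor for full effect; nearly all actives have a fitted effect of over 55% in size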
Target sequence (P27695 whole entry, looked up): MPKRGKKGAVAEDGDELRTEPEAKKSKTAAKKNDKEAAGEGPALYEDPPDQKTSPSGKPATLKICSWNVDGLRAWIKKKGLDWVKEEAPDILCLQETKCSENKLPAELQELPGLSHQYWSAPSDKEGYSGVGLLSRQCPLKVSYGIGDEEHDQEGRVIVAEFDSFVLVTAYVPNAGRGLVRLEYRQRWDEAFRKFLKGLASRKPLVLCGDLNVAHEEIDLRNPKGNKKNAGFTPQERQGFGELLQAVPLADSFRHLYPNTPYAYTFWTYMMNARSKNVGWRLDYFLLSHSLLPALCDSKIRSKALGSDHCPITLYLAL
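Activity was derived from the fluorescence gain between first and third kinetic reads (60 s intervals, ex 525/em 598 nm) after 50 nM THF-abasic TAMRA/BHQ-2 duplex was added to 0.75 nM APE1 preincubated 15 min with compound.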
Pol beta inh – blocks human DNA polymerase beta activity | Pol beta primer extension/strand displacement, fluorescence kinetic | hit rate 1.3% among 340,000 | Potency, µM (series often up to 114 µM), for the others: top-dose activity change, negative = inhibition, most hits filed as inhibitors | AID 485314 | P06746; note: % is set by controls: 0 for no effect and ±100 for the full control effect
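Pol beta (10 nM) was preincubated with compound for 15 min at room temperature. The reaction was then started with 50 nM substrate and read immediately and after a further 10 min at room temperature.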
BAZ2B block – BAZ2B (human) inhibition; Q9UIF8; AlphaScreen BAZ2B-H3K14Ac peptide displacement; Potency, µM (top dose mostly 114 µM), without a hit: at the top dose activity change, negative = inhibition, actives largely listed as inhibitors; hit rate 4.4% among 360,000; note: % is set by controls: 0 for no effect and ±100 for the full control effect; nearly all actives have a fitted effect of over 60% in size
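BAZ2B (50 nM) with biotin-H3(5-23)K14Ac peptide (50 nM) in PBS pH 7.4, 0.01% Tween-20, preformed 30 min, then compound 30 min at room temperature; top concentration 110uM. AlphaScreen streptavidin donor/nickel chelate acceptor beads (10 ug/mL final), 20 min dark, signal read.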
Pol eta inh – inhibitors of human DNA polymerase eta | Q9Y253 | recombinant Pol eta, fluorescent DNA replication assay | Potency, µM (titrated, usually from 114 µM), for inactives: at the highest dose activity change, negative = inhibition, actives largely listed as inhibitors | hit rate 1.2% among 390,000; note: % is set by controls: 0 for no effect and ±100 for the full control effect
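Fluorescent replication assay: 50 nM final substrate added after a 15 min room-temperature compound preincubation with 10 nM enzyme. Signal taken at 0 min and again at 10 min.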
BLM inh – inhibitors of human Bloom syndrome helicase BLM | Potency, µM (highest dose often 56.1 µM), for the others: top-dose activity change, negative = inhibition, actives largely listed as inhibitors | AID 2528 | P54132 | recombinant BLM DNA unwinding, fluorescence dequenching | hit rate 0.2% among 350,000;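 note: plate controls were vehicle for no effect and no enzyme for full effect; nearly all actives have a fitted effect of over 35% in size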
G9a inh – inhibitors of human histone lysine methyltransferase G9a; Potency, µM (top dose mostly 102 µM), inactives show at the highest dose activity, negative = inhibition, most hits filed as inhibitors; AID 504332; hit rate 8.8% among 350,000; Q96KQ7; G9a H3K9 monomethylation, AlphaScreen, 2 h; note: % is set by controls: 0 for no effect and ±100 for the full control effect; nearly all actives have a fitted effect of over 75% in size
Target sequence (Q96KQ7 913-1193 limits assumed): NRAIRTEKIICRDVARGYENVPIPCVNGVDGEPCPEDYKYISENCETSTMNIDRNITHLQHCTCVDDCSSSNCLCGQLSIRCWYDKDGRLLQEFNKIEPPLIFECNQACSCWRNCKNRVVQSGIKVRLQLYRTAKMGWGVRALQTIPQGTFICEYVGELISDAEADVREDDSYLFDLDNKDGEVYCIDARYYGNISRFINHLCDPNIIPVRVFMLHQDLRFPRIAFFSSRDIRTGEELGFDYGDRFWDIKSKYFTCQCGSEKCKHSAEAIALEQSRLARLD
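AlphaScreen detection with an anti-monomethyl H3K9 antibody quantified product after a 2 h room-temperature reaction containing 500 nM biotinylated H3K9 peptide, 20 µM SAM and 20 nM enzyme, which had been preincubated 15 min with compound.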
Apoferritin bind – binds horse apoferritin like a general anesthetic | P02791 | apoferritin/1-aminoanthracene competitive binding, fluorescence | Potency, µM (doses to about 77.5 µM), for the others: at the top dose activity change, negative = displacement, usual class: inhibitors | hit rate 0.074% among 350,000 | AID 485281; note: % is set by controls: 0 for no effect and ±100 for the full control effect; nearly all actives have a fitted effect of over 20% in size
Target sequence (P02791 2-175 limits assumed): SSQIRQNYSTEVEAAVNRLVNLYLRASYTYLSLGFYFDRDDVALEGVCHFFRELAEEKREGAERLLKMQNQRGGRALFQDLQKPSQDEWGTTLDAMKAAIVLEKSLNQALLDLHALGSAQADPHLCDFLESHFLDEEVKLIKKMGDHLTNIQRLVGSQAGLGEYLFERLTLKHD
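Concentration-response curves derived by four-parameter Hill fitting of normalized fluorescence, where compounds displaced 1-AMA from 10 uM horse apoferritin following a brief 10 min room-temperature incubation; propofol titration acted as positive control.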
POLK inh – inhibitors of human DNA polymerase kappa. Q9UBT6. purified Pol kappa, fluorescent DNA synthesis assay, 10 min. Potency, µM (highest dose often 107 µM), inactives show top-dose activity, negative = inhibition, usual class: inhibitors. hit rate 0.53% among 400,000. AID 588579; note: % is set by controls: 0 for no effect and ±100 for the full control effect
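Kinetic fluorescence screen: compound preincubated 15 min RT with 10 nM enzyme; 50 nM substrate (final) initiates; reads at 0/10 min.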
An asterisk follows results filed as active; ? = inconclusive; . = not tested or not shown; & = joins results of further samples; [ ] = remark or other dose. Calls come from the whole dose curve; as a rule, active = well fitted curve in the direction sought with a large enough effect; inconclusive = small, poorly fitted or top-dose-only effect, or another doubt; inactive = no such curve, though single readings can be large; an effect the other way counts as inactive or inconclusive. Potency is the fitted concentration of half-maximal effect. Not all compounds are listed; rates above refer to the full screens.

Values in the order – Pol iota inh, APE1 inh, Pol beta inh, BAZ2B block, Pol eta inh, BLM inh, G9a inh, Apoferritin bind, POLK inh
1	O=C1NC(=Nc2ccccc2)S/C1=C\C=C\c1ccco1
 : 11µM*, 3%, 2.5µM*, 25µM*, 10µM*, 13µM*, ?, -21%, 20µM*
2	O=C(CCS(=O)(=O)c1ccc(Cl)cc1)Nc1nccs1
 : -3%, 1%, ., 8%, -11%, ., -5%, ., -8%
3	Cc1cccc(NC(=O)CSc2cn(CC(=O)N3CCCC3)c3ccccc23)c1C
 : -3%, ., -7%, -8%, -7%, 1%, -17%[59 µM], -9%, -13%
4	COc1cc2c(C(=O)N3CCN(Cc4ccc5c(c4)OCO5)CC3)cn(C)c(=O)c2cc1OC
 : 6%, 11%, 22%, ?, -12%, 1%, -38%[12.7 µM], -6%, 3%
5	O=C1CC(N2CCC(c3nc4ccccc4[nH]3)CC2)C(=O)N1c1ccccc1F (stereo unspecified)
 : 26%, 3%, 15%, -22%, 7%, -2%, 35µM*, -8%, -4%
6	CCn1c2ccccc2c2nnc(SCCCn3c(=O)[nH]c4ccccc43)nc21
 : 11%, 18%, -8%, 13%, -12%, -1%, ?, -11%, 2%
7	COC(CNC(=O)c1ccc2c(c1)ncn2-c1ccc(C)cc1C)OC
 : 36%[activator], 36%, 0%, -17%, -18%, -2%, 2%, -1%, 10%
8	COc1ccc(C(C(=O)NC2CCCC2)N(C(=O)c2csnn2)C2CCCC2)cc1 (stereo unspecified)
 : 21%, 11%[12.4 µM], -2%, 1%, -13%, 2%, -7%[59 µM], 1%, 3%
9	COc1c(C(=O)NC(=S)Nc2nnn(C)n2)cc2ccccc2c1Br
 : -15%, 20%, -1%, -5%, -1%, -9%, ., -1%, -13%
10	CCOc1cc(NC(=S)NC)c(OCC)cc1NC(=O)c1ccc(OC)cc1
 : -14%, -5%, 0%, -28%, -3%, -5%, -6%, -10%, 2%
11	COc1ccc(CN(Cc2ccc(OC)cc2)C(=O)c2cccs2)cc1
 : 12%, 3%, 3%, 0%, -20%, -10%, 137%[activator], 7%, -2%
12	COc1ccc(NC2CC(=O)N(c3ccccc3)C2=O)cc1 (stereo unspecified)
 : 5%, -1%, 3%, 9%, -11%, -4%, -10%, -21%, -1%
13	CN1C(=O)C(C)(C)c2cc(S(=O)(=O)N3CCN(c4ccccc4)CC3)ccc21
 : -18%, 12%, 3%, 15%, -16%, 2%, ., -16%, -11%
14	Cc1ccc(C2CC(c3cccs3)=NN2C(=O)CSc2nc3ccccc3o2)cc1 (stereo unspecified)
 : -1%, -7%, 35%, -10%, -12%, 1%, -33%[59 µM], 48%[activator], -10%
15	Cc1ccccc1NC(=O)NCCc1nc2ccccc2[nH]1
 : 8%, -2%, -3%, 7%, -2%, -8%, -1%[12.7 µM], -4%, 7%
16	COC(=O)c1ccccc1NC(=O)c1ccc(CN2CC(=O)N3CCCCC3C2=O)cc1 (stereo unspecified)
 : -10%, ., 3%, 1%, 16%, -2%, -5%[59 µM], 9%, -18%
17	COc1ccc(-n2nc(C(=O)NCC(=O)N3CCN(c4ccccc4OC)CC3)c3ccccc3c2=O)cc1OC
 : 150%[activator], -21%, 20%, -13%, -13%, -6%, 9%, 2%, 4%
18	COC(=O)c1sccc1NC(=O)c1cc(-c2ccc(C)cc2C)nc2ccccc12
 : 11%, -3%, 1%, 0%, -19%, -3%, 2%, -16%, -6%
19	CCCC(=O)Nc1sc(C)c(C)c1C(=O)Nc1cccc(C)c1
 : 5%, -4%, 0%, 5%, -11%, -5%, 4%[0.501 µM], -11%, 1%
20	CCN1C(=O)/C(=c2\sc3nc(=O)c(Cc4ccccc4)nn3c2=O)c2ccccc21
 : 129%[activator], 0%, -10%, ?, -13%, -2%, 25µM*, -7%, -1%

Next structures follow:
Values in the order – Pol iota inh, APE1 inh, Pol beta inh, BAZ2B block, Pol eta inh, BLM inh, G9a inh, Apoferritin bind, POLK inh
21	Cc1ccc(N2C(=O)N(CC(=O)Nc3cc(F)ccc3C)C(=O)C2C)cc1 (stereo unspecified)
 : 13%, -14%, ., 1%, -9%, ., 13%, ., -5%
22	O=S(=O)(c1ccc(SCCO)nc1)N1CCOCC1
 : 8%, 41%, ., -5%, -13%, ., 0%[12.7 µM], ., -8%
23	CCOc1ccc(NCC2CCOC(C)(C)C2)cc1 (stereo unspecified)
 : 12%, ?, -2%, ?, -8%, 4%, 7.1µM*, 6%, -7%
24	Cc1ccccc1NC(=O)Cn1nc(-c2ccc(Cl)s2)ccc1=O
 : ?, -5%, ?, -4%[57.1 µM], -3%, -11%, 17%, ?, -20%
25	Cc1nc2ccc(NC(=O)c3cccs3)cc2s1
 : 24%, -8%, 1%, 4%, 0%, 1%, 84%[activator], -1%, 0%
26	COc1cccc(C(C)NC(=S)NCc2ccc(Cl)cc2)c1 (stereo unspecified)
 : 148%[activator], -5%, 3%, -24%, -16%, -7%, 2%, -16%, -14%
27	CSc1nnc(SCC(=O)N(C)c2c(N)n(Cc3ccccc3)c(=O)[nH]c2=O)s1
 : 31%[activator], 15%, ., -4%, -21%, ., 20%[2.33 µM], ., -2%
28	Cc1ccc(-n2ncc3c2CC(C)(C)CC3NC(=O)CN2CCCC2=O)cc1 (stereo unspecified)
 : 34%[activator], -15%, -1%, -4%, -7%, 0%, ., -5%, -8%
29	CC(C(=O)Nc1ncccn1)(c1ccccc1)c1ccccc1
 : 66%[activator], 11%, -3%, ?, 13%, -4%, -3%, -9%, 3%
30	CCOC(=O)N1CCN(c2nc(-c3ccc(Cl)cc3)cs2)CC1
 : ?, 2%, 3%, -13%, -16%, -3%, 11µM*, -8%, 2%
31	COc1ccc(CN2CCN(c3nc4ccccc4s3)CC2)cc1
 : 101%[activator], 13%, 15%, -1%, -1%, 2%, 4%, -7%, -14%
32	CCOC(=O)c1c(NC(=O)COc2ccccc2F)sc2c1CCCC2
 : 2%, ., 14%, 6%, ., -5%, 9%[59 µM], -7%, -2%
33	C1CN(c2nc3nonc3nc2N2C[C@H]3CC[C@H]2C3)CCS1
 : 104%[activator], 3%, 35%[activator], -9%, -9%, 0%, ., -3%, -15%
34	CC1(C)CC(=O)C(N=Nc2ccc(-c3ccccc3)cc2)=C(O)C1
 : 20%, -4%, 96%, -18%, -3%, -1%, -12%, -8%, -7%
35	CCN1CCn2c3c(c4cc(Cl)ccc42)CCCC31 (stereo unspecified)
 : 3%, -2%, 41%, 35µM*, -7%, 0%, ?, -7%, -6%
36	COc1ccc(CNC(=O)C2=CC(c3ccc(OC)c(OC)c3)=NS(=O)(=O)N2C)cc1
 : 24%&12%, -1%, 31%&-1%, 10%&-11%, -10%&-23%, -4%&-6%, ?, 78%&-10%[activator], -12%&-14%
37	C/C(=N\Nc1nc(C)cc(C)n1)c1ccc(C)o1
 : 0%[58.9 µM], 3%, 24%, -7%, -14%, 2%, -49%[12.7 µM], 5%, -13%
38	Cc1ccc(/C=C/C(=O)Nc2nn[nH]n2)o1
 : -2%, -6%, 7%, 35µM*, ?, 0%, ?, 0%, -10%
39	COCCNC(=O)/C(C#N)=C/C=C/c1ccccc1[N+](=O)[O-]
 : 47%[activator], 3%, -5%, -26%, -11%, 1%, 12%, -14%, -3%
40	Cc1cc(=O)[nH]c2c3ccccc3nn12
 : 23%, -5%, 2%, 13%, 9%, 2%, -8%, -5%, 4%

(cont.)
Values in the order – Pol iota inh, APE1 inh, Pol beta inh, BAZ2B block, Pol eta inh, BLM inh, G9a inh, Apoferritin bind, POLK inh
41	Cc1cc(NC(=O)CSc2nc(-c3ccc(F)cc3)cs2)no1
 : 8%, 20%, 15%, -6%, 6%, -6%, 22%[59 µM], 0%, -12%
42	CCc1nc(-c2cc(S(=O)(=O)N3CCN(c4ccccc4OC)CC3)ccc2OC)no1
 : 6%, ., 0%, -18%, 2%, -2%, -10%[59 µM], 1%, 4%
43	CCC(C)CCCCNC1=NCCS1 (stereo unspecified)
 : 54%[activator], -1%, 3%, -11%, -21%, 0%, -6%, -14%, -2%
44	O=C(CN1C(=O)c2ccccc2C1=O)NCC1CCCO1 (stereo unspecified)
 : 21%, 17%, 54%, 7%, 6%, -1%, -1%, -4%, 2%
45	O=C(Nc1cc(=O)[nH]c2nc(-c3ccc(Cl)cc3)nn12)c1ccccc1
 : -5%, -8%, 4%, 5%, 2%, 0%, 11%, -7%, -10%
46	CCOC(=O)c1ccc[n+](CC(=O)Nc2ccccc2OC(F)F)c1
 : -10%, 0%, ?, -1%, -12%, -3%, ?, 6%, 7%
47	COc1ccc2nc(NC(=O)C34CC5CC(CC(NC(C)=O)(C5)C3)C4)sc2c1
 : -16%, 6%, 1%, -13%, -13%, -1%, ., -6%, -9%
48	Cn1nc(-c2ccccc2)cc1NC(=O)c1ccc(Cl)cc1
 : 18%, 1%, ., 32%[activator], -22%, ., 30%[12.7 µM], ., 1%
49	COc1ccc(NC(=O)CC2C(=O)N(c3ccc(F)cc3)C(=O)N2Cc2cccnc2)cc1 (stereo unspecified)
 : 3%, ., 15%, 2%, -15%, -3%, ?, 0%, 10%
50	CC(C)(C)NC(=O)CSc1nncn1NCc1ccccc1
 : 11%, -1%, -2%, 7%, -14%, 3%, 21%[59 µM], -19%, 4%
51	CCOc1ccc(S(=O)(=O)Nc2cccc(C(=O)N(C)CC(=O)Nc3cccc(OC)c3)c2)cc1
 : 8%, -12%, ., -8%, -16%, ., 6%[0.501 µM], ., -14%
52	CCNC(=S)NNC(=O)CC(C)C
 : 142%[activator], 15%, 4%, -16%, -23%, -2%, ., -8%, -3%

Molecules from the list above with a furan ring, fused or not (3):
Values in the order – Pol iota inh, APE1 inh, Pol beta inh, BAZ2B block, Pol eta inh, BLM inh, G9a inh, Apoferritin bind, POLK inh
1	O=C1NC(=Nc2ccccc2)S/C1=C\C=C\c1ccco1
 : 11µM*, 3%, 2.5µM*, 25µM*, 10µM*, 13µM*, ?, -21%, 20µM*
37	C/C(=N\Nc1nc(C)cc(C)n1)c1ccc(C)o1
 : 0%[58.9 µM], 3%, 24%, -7%, -14%, 2%, -49%[12.7 µM], 5%, -13%
38	Cc1ccc(/C=C/C(=O)Nc2nn[nH]n2)o1
 : -2%, -6%, 7%, 35µM*, ?, 0%, ?, 0%, -10%
